HTR2A ag – mouse Htr2a agonists via beta-arrestin recruitment, primary screen, cell-based, luminescence | activation, % at 7.6 µM | AID 624169, 2012 | 5-hydroxytryptamine receptor 2A (Mus musculus), P35363 | hit rate 0.66% among 360,000 | CHO-K1 mHTR2A beta-arrestin complementation; percent of 30 µM serotonin response;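 active = activation above a run cutoff, the mean activation of all tested compounds plus 3 SD, cut at about 14% in these data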;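 also: 0% = plate median of compound wells and 100% = 30 µM serotonin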
Target sequence (P35363 whole entry, looked up): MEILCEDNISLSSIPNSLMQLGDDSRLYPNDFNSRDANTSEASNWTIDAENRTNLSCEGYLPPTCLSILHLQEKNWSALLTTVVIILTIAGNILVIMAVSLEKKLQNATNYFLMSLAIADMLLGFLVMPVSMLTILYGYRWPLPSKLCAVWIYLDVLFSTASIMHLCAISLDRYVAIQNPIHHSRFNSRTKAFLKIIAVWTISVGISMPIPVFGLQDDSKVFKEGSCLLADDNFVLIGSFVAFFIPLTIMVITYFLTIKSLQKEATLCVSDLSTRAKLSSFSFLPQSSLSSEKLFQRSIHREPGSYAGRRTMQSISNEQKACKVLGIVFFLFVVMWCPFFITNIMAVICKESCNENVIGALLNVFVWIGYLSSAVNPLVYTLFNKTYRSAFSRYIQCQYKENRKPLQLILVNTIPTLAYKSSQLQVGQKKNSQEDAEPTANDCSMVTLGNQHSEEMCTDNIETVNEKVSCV
ABCB6 inh 2 – ABCB6 transporter inhibitors, primary screen, K562-ABCB6 cells, flow cytometry, MLPCN library. K562-ABCB6 porphyrin accumulation, 1 h; stronger effect = lower value. fluorescence ratio to DMSO, % at 10 µM. hit rate 0.19% among 360,000. AID 602162, 2011;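 active = fluorescence ratio to DMSO below 75%, the collection mean minus 3 SD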;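 also: signal is porphyrin accumulated inside mitochondria; 100% equals median channel fluorescence of DMSO control wells; lower ratio means ABCB6 inhibition with less porphyrin fluorescence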
MC4R barr agon – MC4R agonists recruiting beta-arrestin, primary screen, cell-based, luminescence, agonist arm of biased-ligand search; Melanocortin receptor 4 (Homo sapiens), P32245; U2OS MC4R beta-arrestin complementation; percent of melanotan II response, DMSO zero; activation, % at 8.9 µM; hit rate 0.98% among 360,000; AID 540308, 2011;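 active = activation above a per-plate cutoff, the mean activation of sample wells on that plate plus 3 SD, cut at about 8% in these data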
Target sequence (P32245 whole entry, looked up): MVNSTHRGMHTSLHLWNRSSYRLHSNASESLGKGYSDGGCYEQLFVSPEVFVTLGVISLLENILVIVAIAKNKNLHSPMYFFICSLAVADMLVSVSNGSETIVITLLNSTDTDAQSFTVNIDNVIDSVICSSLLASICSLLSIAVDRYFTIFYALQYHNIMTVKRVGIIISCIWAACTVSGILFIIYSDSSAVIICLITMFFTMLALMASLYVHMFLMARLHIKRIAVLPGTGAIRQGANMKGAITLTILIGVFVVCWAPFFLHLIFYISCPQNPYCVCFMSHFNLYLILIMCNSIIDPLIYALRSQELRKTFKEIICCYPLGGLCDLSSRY
hiPSC survival – enhancers of single-cell hiPSC survival, primary screen, ATPlite luminescence; 100% = ROCK inhibitor wells, 0% = DMSO; survival enhancement, % at 20 µM; hit rate 0.044% among 360,000; in the data active = survival enhancement above about 18%;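 also: cells exposed to compounds for 16 hours before the ATP read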
Granule exo inh – LAMP-1 surface exposure blockers, TALL-104 cells – cell-based, flow cytometry, MLPCN library, primary screen. inhibition, % at 10 µM. hit rate 0.66% among 360,000. TALL-104 LAMP-1 surface exposure; cells stimulated with thapsigargin and PMA;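 active = inhibition above about 55%, limit read from the data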
Cardio protect – cardioprotection against H2O2-induced cell death, primary screen, uHTS, H9c2 cells, ATPLite luminescence; H9c2 cardiomyocytes, H2O2 injury protection, 2 h; protection from H2O2 cell death, % at 20 µM; hit rate 0.63% among 360,000; AID 588492, 2011;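 active = compounds giving at least 50% protection of heart cells from peroxide-induced death in the single-dose screen, raw or plate-pattern-corrected value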;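 also: 0% = DMSO wells with peroxide and 100% = DMSO wells without peroxide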
MC4R antag cAMP – MC4R antagonists of cAMP signaling, primary screen, cell-based, TR-FRET, antagonist arm of biased-ligand search. AID 540295, 2011. inhibition, % at 6.5 µM. MC4R-expressing cells, MTII-stimulated cAMP, LANCE TR-FRET. Melanocortin receptor 4 (Homo sapiens), P32245. hit rate 0.48% among 360,000;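 active = inhibition above its plate's cutoff, the mean of tested wells on that plate plus 3 SD, cut at about 29% in these data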;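 also: 0% = Melanotan II alone and 100% = Melanotan II plus saturating MCL0020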
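system = U2OS cells with stable human MC4R expression | also added = Melanotan II challenge after compound preincubation | dosing = one concentration, 6.5 µM nominal | incubation = compound 30 min, challenge 1 h, detection 1 h | measured by = TR-FRET with Eu-cAMP and labeled anti-cAMP, 671 nm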
ABHD5-PLIN5 inh – ABHD5-PLIN5 interaction inhibitors, primary screen, cell lysate, split luciferase complementation, luminescence; Perilipin-5 (Homo sapiens) + 1-acylglycerol-3-phosphate O-acyltransferase ABHD5 (Homo …; Split G. princeps luciferase complementation, 4 h; inhibition, % at 4 µM; hit rate 0.78% among 360,000; AID 602281, 2012;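 active = inhibition above the mean inhibition across every tested compound plus 3 SD, cut at about 22% in these data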;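 also: 0% = DMSO only wells and the 100% control is not disclosed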
aDG glyco up – activators of alpha-DG glycosylation, primary screen, uHTS, Pro5-aDG cells, AlphaScreen; alpha-DG glycosylation AlphaScreen (IIH6); 0% Pro5, 100% B10-LARGE cell signal; activation, % at 10 µM; hit rate 0.22% among 360,000; AID 624168, 2012;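 active = activation of at least 8% versus controls, or a plate z-score of at least 8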;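 also: Pro5 are CHO cells carrying HIG-tagged alpha-DG that lacks glycosylation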
N-glyco inh – increase of ERlucT glycosylation luciferase signal, primary screen, N-linked glycosylation inhibitor project, D54 ERlucT cells, luminescence, set 2; D54 ERlucT glycosylation luciferase reporter, 24 h; percent of 100 nM tunicamycin response; reporter increase, % at 12.5 µM; hit rate 0.23% among 360,000; AID 588692, 2011;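 active = mean luciferase reporter signal, scaled so untreated is 0 and the glycosylation-blocking control 100, at or above a set limit in every replicate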;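 also: luciferase carries N-glycosylation sites so blocking glycosylation raises the light; 0% = median of neutral control wells and 100% = median of 100 nM tunicamycin wells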
The depositor's hits bear a star; . = not tested or not shown. An excerpt. The share of hits here may be higher or lower than overall.

SMILES	HTR2A ag	ABCB6 inh 2	MC4R barr agon	hiPSC survival	Granule exo inh	Cardio protect	MC4R antag cAMP	ABHD5-PLIN5 inh	aDG glyco up	N-glyco inh
COc1ccc(CCn2c(O)c(/C=N/N3CCOCC3)c(=O)[nH]c2=O)cc1OC	1	102	-0.5	0.1	-4	0	-9	-9	0.0	-4
CC(C)c1cccc(C(C)C)c1O	-1	96	-0.2	-2.3	-4	-5	10	11	-0.1	0
COC(=O)C1=C(c2ccc(S(C)(=O)=O)cc2)C[C@@H]2CC[C@H]1N2C(=O)NC(C)C	-4	99	-1.5	1.2	-7	4	0	-8	0.4	1
CC12C=CC(=O)C=C1CCC1C2C(=O)CC2(C)C(=O)CCC12 (configuration not stated)	-1	98	-0.3	0.8	0	5	-10	2	-0.1	1
CN(C(=O)CN1CC=C(c2ccccc2)CC1)c1c(N)n(Cc2ccccc2)c(=O)[nH]c1=O	5	101	-2.0	0.1	2	-2	10	-4	0.0	0
COP(=O)(OC)C(NC(=O)c1ccc(C)cc1)C(Cl)(Cl)Cl (configuration not stated)	-3	97	-1.6	0.0	-2	-4	2	-7	0.0	1
Oc1cc(Cl)ccc1Oc1ccc(Cl)cc1Cl	6	102	-0.7	3.1	4	-17	7	-15	-0.2	-3
CCC(C)NS(=O)(=O)c1ccc(OCC(=O)N2CCN(CC)CC2)cc1 (configuration not stated)	-2	94	-0.3	-0.5	-3	0	8	-5	0.0	3
O=C1NC(=O)N(c2ccc(Cl)cc2)C(=O)/C1=C\c1ccc(Sc2nc3ccccc3[nH]2)o1	8	101	1.2	-1.7	-2	-3	-2	4	0.8	0
CCCC1(CC(C)C)C(=O)NC(=S)NC1=O	6	94	-2.4	2.4	-8	4	3	2	0.0	2
C/C(=N\NC(=O)c1ccncc1)c1c(O)n(Cc2ccccc2)c(=O)[nH]c1=O	0	102	-2.2	-0.3	-4	-3	9	7	0.1	-2
Cc1ccccc1CS(=O)(=O)Cc1ccc(C(=O)N2CCC3(CC2)OCCO3)o1	2	105	0.8	5.3	-2	2	9	-1	0.0	-2
Cc1ccsc1C(=O)C1CCCN(Cc2cnn(C(C)C)c2)C1 (configuration not stated)	-1	98	-2.3	-1.8	0	-7	-4	-1	0.0	0
CCOC(=O)c1c(N)n(Cc2ccccc2)c2nc3ccccc3nc12	1	105	-0.3	0.7	1	-3	-13	-19	1.1	7
CSc1ccc(CN2CCN(Cc3ccccc3Cl)CC2)cc1	-2	94	-1.8	-0.5	-1	-9	9	-3	0.6	-4
CCCCn1c(O)c(C(C)=Nc2c(C)n(C)n(-c3ccccc3)c2=O)c(=O)[nH]c1=O	1	88	-1.0	-0.5	0	25	3	-6	0.3	1
O=C(c1ccc(F)c([N+](=O)[O-])c1)N1CC2CC(C1)c1cccc(=O)n1C2 (configuration not stated)	1	97	0.1	-0.4	-7	-6	16	5	0.4	-5
C/C=C1/CN2C3CC1C(CO)(C(=O)OC)C2Cc1c3n(C)c2ccccc12 (configuration not stated)	-2	102	-0.3	1.1	-5	-1	8	-8	0.2	-3
COc1ccc(C(CC(=O)N2CCC3(CC2)OCCO3)NS(=O)(=O)c2ccc(F)cc2)cc1 (configuration not stated)	2	93	-2.4	-2.4	-3	2	5	5	-0.4	1
CCOC(=O)c1cccc(C2=C(CNC(=O)c3nccs3)[C@H]3CC[C@@H](C2)N3Cc2ccccc2)c1	-5	94	-1.9	-3.2	-1	25	0	6	0.0	-6

The list goes on; the last 2 above are carried over.
SMILES	HTR2A ag	ABCB6 inh 2	MC4R barr agon	hiPSC survival	Granule exo inh	Cardio protect	MC4R antag cAMP	ABHD5-PLIN5 inh	aDG glyco up	N-glyco inh
COc1ccc(C(CC(=O)N2CCC3(CC2)OCCO3)NS(=O)(=O)c2ccc(F)cc2)cc1 (configuration not stated)	2	93	-2.4	-2.4	-3	2	5	5	-0.4	1
CCOC(=O)c1cccc(C2=C(CNC(=O)c3nccs3)[C@H]3CC[C@@H](C2)N3Cc2ccccc2)c1	-5	94	-1.9	-3.2	-1	25	0	6	0.0	-6
COc1ccccc1OCC#CCN1CCOCC1	3	95	-1.0	1.2	-2	-1	10	-1	-0.2	0
O=S(=O)(c1cc(Cl)cc(Cl)c1)N1Cc2cc(-c3cccc(F)c3)ccc2-n2nncc2C1	14*	101	.	-1.3	-3	-1	.	-3	-0.1	-10
CC1C(c2ccccc2)OCCN1C (configuration not stated)	-2	96	-0.6	-1.8	-3	4	2	-15	0.1	1
NCC1(c2ccc3c(c2)OCCO3)CCCC1	5	94	-2.5	-1.2	-2	3	-3	1	-0.1	1
O=c1[nH]c(CN2CC=C(c3ccccc3)CC2)nc2scc(-c3ccccc3)c12	-2	217	-3.9	0.4	4	3	-7	-1	0.3	0
CC1=C(/C=C/c2ccccc2)CCN(C)C1	-5	92	-3.4	2.6	-2	2	-1	-3	-0.1	0
COC(=O)C(O)(c1ccc(N(C)C)cc1)C(F)(F)F (configuration not stated)	3	89	-1.2	-0.1	-4	2	5	4	-0.2	1
NC(=O)c1c(NC(=O)c2ccc(S(=O)(=O)N(CCCl)CCCl)cc2)sc2c1CCCCC2	0	96	0.8	-0.9	-3	6	-14	-2	-0.3	0
CCOC(=O)c1nc2ccccc2c(=O)n1-c1ccc(C)cc1	-2	98	-2.2	-2.8	-2	-2	1	0	0.3	1
COc1ccccc1OCCCn1cc(C(C)=O)c2ccccc21	0	85	1.4	-0.4	-4	-8	0	-4	0.8	0
CCN(CCO)c1ccc(N=Cc2c(O)n(C)c(=S)[nH]c2=O)cc1	2	107	-0.3	0.5	-4	-7	-26	-3	0.0	11
CCN1CCN(C(=O)COc2ccc(S(=O)(=O)NC(C)C)cc2)CC1	-4	97	-2.6	0.5	3	2	18	0	-0.3	0
CCOC(=O)[C@]12Cc3c(cc(OC)c(OC)c3OC)[C@H]1N(C(C)C)C(=O)c1cc(OC)ccc12	-1	96	.	-1.2	6	.	.	20	0.3	.
O=C1NC(=O)N(c2ccc(Cl)cc2)C(=O)/C1=C/c1coc2ccc(O)cc2c1=O	3	99	-0.2	-0.3	-1	-6	-9	25*	0.0	1
C[C@]12CC[C@H](O)CC1=CCC1C2CC[C@@]2(C)C1CC[C@@H]2OCc1ccccc1 (some centres not stated)	7	103	1.6	1.1	1	0	2	-3	0.4	-3
CCC(=NCCc1ccccc1)c1c(O)n(C2CCCCC2)c(=O)[nH]c1=O	-2	93	-0.2	0.2	1	-24	7	4	0.5	-7
O=C1NC(=S)SC1=Cc1ccc(N(CCCl)CCCl)cc1	4	194	-2.8	3.1	11	-19	10	5	1.1	2
O=C(c1cc(Cl)cc(Cl)c1)N1Cc2ccccc2-n2nncc2C1	2	101	-2.0	2.8	-6	2	4	-4	0.3	4
O=C(c1cc(=O)[nH]c2ccc(Br)cc12)N1CCC2(CC1)OCCO2	5	94	3.1	3.5	-3	0	2	-3	-0.1	0
CC(C)(C)c1nc(N2CCN(C(=O)c3ccco3)CC2)c2nnn(Cc3ccccc3Cl)c2n1	7	95	2.4	1.2	4	-12	12	-1	-0.1	-8
O=c1[nH]c(=S)n(-c2ccc(Br)cc2)c(O)c1C=Nc1ccc(N2CCOCC2)cc1	-2	110	-0.8	-2.4	-7	-2	8	-14	-0.2	1
Cc1cc(C)cc(NC2=NCCCS2)c1	3	89	1.1	-0.3	-2	6	10	-2	0.1	0
CN1CCN(Cc2c(F)cccc2Cl)CC1	3	97	-0.4	-0.4	5	-1	14	-14	0.0	-1
C=CCn1c(O)c(/C=C2/C=CC=N2)c(=O)[nH]c1=O	-4	102	-0.8	-2.0	16	3	-29	-1	-0.5	18
NS(=O)(=O)c1ccc(N=Cc2c(O)n(C3CCCCC3)c(=O)n(C3CCCCC3)c2=O)cc1	-4	93	-0.3	0.9	24	-16	2	-8	0.1	-1
COC(=O)C1=C(c2ccc(-c3ccccc3)c(F)c2)C[C@@H]2CC[C@H]1N2C(=O)NCc1cccc2ccccc12	2	94	-1.0	1.3	23	-7	3	-6	0.4	-7
CC1(C)CN=C(NCc2ccccc2)S1	4	93	0.4	0.2	-8	15	2	-3	0.0	3
Cn1c(O)c(/C=C2\C=Nc3ccc(Br)cc32)c(=O)n(C)c1=O	3	107	1.7	-0.5	8	8	-5	20	0.1	2
CCn1cc(C(=O)NCc2ccccc2)c2ccccc21	-3	94	-0.7	-0.1	-4	-1	-2	-2	0.2	1
COc1cc2c(c(OC)c1OC)-c1ccc(O)c(=O)cc1C(NC(C)=O)CC2 (configuration not stated)	5	94	-2.7	-0.2	26	3	-42	-4	-0.1	13
C=CCn1c(O)c(C(C)=NCCCN(C)C)c(=O)[nH]c1=O	-5	103	-0.5	-0.4	-2	7	1	-4	0.1	5
COc1cc2oc(=O)c(CC(=O)N3C[C@H]4C[C@@H](C3)c3cccc(=O)n3C4)c(C)c2cc1Cl	0	100	-2.2	-1.0	0	-18	1	-2	0.1	5
Clc1ccc(C(c2ccccc2)c2ncc[nH]2)cc1 (configuration not stated)	3	98	-2.7	0.6	-4	-2	14	-2	-0.2	0
CC(C)(C)C(=O)c1cn(Cc2ccccc2)c2ccccc12	-3	93	-1.0	-1.3	13	-11	1	-8	0.3	-5
COc1ccc(CC(=O)N(CCN(C)C)CC2CCCN(Cc3ccccc3F)C2)cc1 (configuration not stated)	3	95	0.1	-0.9	63*	13	12	2	0.1	-2
COc1ccc(N2CCN(CCc3ccncc3)CC2)cc1	-5	92	0.2	0.6	11	0	7	1	0.1	0
C=C1C(=O)OC2CCN3CC=C(COC(=O)C(C)(O)C4(CO4)C1C)C23 (configuration not stated)	-5	107	0.8	-0.3	-1	0	-2	0	0.0	3
CCCCn1c(O)c(C=NC2CC3CCC2(C)C3(C)C)c(=O)[nH]c1=O (configuration not stated)	5	97	3.2	-1.5	8	-5	0	1	0.0	-7
Cc1cccc(N2C(=O)/C(=C/c3ccc(N4CCN(C)CC4)o3)C(=O)NC2=S)c1C	4	118	2.2	1.3	4	1	-8	15	1.4	2
N#C/C(N)=C(/N)C#N	-2	102	-0.8	-2.4	-2	-4	5	3	0.0	-1
Cc1ncc(CN2CCCC(C(=O)c3cccc(Cl)c3)C2)s1 (configuration not stated)	-3	97	-2.3	-1.8	-1	-2	4	0	0.3	-1
CC(C)(C)c1ccc(S(=O)(=O)N2CC3CC(C2)c2cccc(=O)n2C3)cc1 (configuration not stated)	-3	99	0.4	-0.1	0	1	11	-8	0.0	2
Cc1cccc2c1=NC(=O)/C(=C/c1c(O)[nH]c(=O)[nH]c1=O)C=2	0	99	-2.3	0.3	6	43	-1	0	0.3	3
